# Source: PubChem (National Center for Advancing Translational Sciences (NCATS))
# Epigenetic derep – epigenetic control regulation, reporter derepression. murine LDR cells, GFP reporter derepression, 30 h. Potency, µM (doses to about 53.9 µM), for the others: at the highest dose GFP activation, usual class: activators. 0.2% of 280,000 active. AID 1865; note: potency is the fitted concentration of half-maximal effect; % of control where 0% means no effect; nearly all actives have a fitted effect of over 60% in size
#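 Murine LDR cells bearing a silenced CMV-driven GFP reporter were exposed to compound for 30 h at 37 C. After PBS washes, GFP-positive cells (20-120 um objects) counted by laser-scanning microplate cytometry.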
# GLA spleen mod – alpha-galactosidase A (human) modulation; 0.008% of 240,000 active; P06280; human spleen homogenate, 4MU-alpha-Gal fluorescence, 40 min; AID 2107; Potency, µM (top dose mostly 80 µM), without a hit: at the top dose activity change, negative = inhibition, usual class: inhibitors;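 note: potency is the fitted concentration of half-maximal effect; 0% = enzyme with vehicle and -100% = no enzyme basal signal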
#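 Spleen homogenate 1 ug + cpd (titration) + 4-MU-alpha-D-galactopyranoside 1 mM; 37C 40 min; 50 mM citrate/phosphate pH 5.0, 0.01% Tween-20; stop pH 10; fluorescence 365/440; AC50 via Hill.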
# Tau FP inhib – blocks human tau fibril formation measured by polarization. P10636. K18 P301L tau heparin fibrillization, Alexa594 FP, 6 h. Potency, µM (titrated, usually from 57.7 µM), without a hit: top-dose activity, negative = inhibition, most hits filed as inhibitors. 0.39% of 280,000 active; note: potency is the fitted concentration of half-maximal effect; % is set by controls: 0 for no effect and ±100 for the full control effect; nearly all actives have a fitted effect of over 55% in size
# Target sequence (P10636 561-689 P618L limits assumed): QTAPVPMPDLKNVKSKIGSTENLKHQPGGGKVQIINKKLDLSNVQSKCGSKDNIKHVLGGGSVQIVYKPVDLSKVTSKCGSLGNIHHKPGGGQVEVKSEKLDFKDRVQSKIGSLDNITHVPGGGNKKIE
#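 Compound effects on tau fibrillization are measured by Alexa 594 fluorescence polarization (ex 555, em 632 nm). K18 P301L tau is used at 15 uM with 0.24 uM labeled tracer, and 20 uM heparin induces aggregation over 6 hr at 37 C.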
# TRb-SRC2 inh – inhibitors of human thyroid hormone receptor beta-SRC2 interaction; P10828; TRbeta-SRC2 peptide binding, fluorescence polarization; receptor liganded with 1 µM T3; Potency, µM (series often up to 106 µM), without a hit: top-dose activity change, negative = inhibition, most hits filed as inhibitors; 0.065% of 280,000 active;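 note: potency is the fitted concentration of half-maximal effect; plate controls were bound peptide for no effect and peptide without receptor for full effect; nearly all actives have a fitted effect of over 50% in size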
# Target sequence (P10828 whole entry, looked up): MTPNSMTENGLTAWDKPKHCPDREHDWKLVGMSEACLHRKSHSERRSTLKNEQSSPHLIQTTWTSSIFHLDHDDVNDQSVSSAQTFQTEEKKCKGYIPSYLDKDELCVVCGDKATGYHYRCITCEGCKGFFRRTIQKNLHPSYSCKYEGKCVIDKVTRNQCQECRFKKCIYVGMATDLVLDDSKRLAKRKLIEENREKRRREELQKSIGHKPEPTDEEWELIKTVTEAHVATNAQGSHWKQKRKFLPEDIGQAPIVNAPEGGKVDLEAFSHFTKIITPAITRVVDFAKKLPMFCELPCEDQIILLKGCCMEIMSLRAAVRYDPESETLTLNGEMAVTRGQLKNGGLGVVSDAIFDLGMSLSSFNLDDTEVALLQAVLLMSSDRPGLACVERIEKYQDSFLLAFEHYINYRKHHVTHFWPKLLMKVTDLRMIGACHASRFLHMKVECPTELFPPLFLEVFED
#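 Human TRb LBD (0.6 uM) plus Texas Red-labeled SRC2 peptide (20 nM), 1uM T3, 5% DMSO, 5 hr at ambient temperature. Decreased polarization (555/632 nm) flags inhibition; data normalized to free and bound peptide controls.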
# TexasRed fluor – Texas Red fluorescence interference in TRb-SRC2 counter-screen. AID 1479. 0.29% of 280,000 active. TRb/SRC2 Texas Red total fluorescence interference. Potency, µM (series often up to 106 µM), without a hit: at the highest dose fluorescence change, negative = quenching; active = well fitted curve in either direction with a large enough effect; inconclusive = small, poorly fitted or top-dose-only effect; note: potency is the fitted concentration of half-maximal effect; % is set by controls: 0 for no effect and ±100 for the full control effect
#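 Flags fluorescent or light-absorbing compounds by total fluorescence, S + 2P, at 555 nm excitation and 632 nm emission. Mixture: 20 nM Texas Red SRC2 peptide, 0.6 uM human TRb LBD, 1 uM T3, 5% DMSO; compound exposure 5 h at ambient temperature.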
# Tau fluor counter – counter-screen for tau fibril formation inhibitors. 0.93% of 280,000 active. AID 1463. tau K18 P301L Alexa594 fluorescence, heparin fibrillization. Potency, µM (doses to about 57.7 µM), inactives show at the highest dose activity change, negative = decrease; note: potency is the fitted concentration of half-maximal effect; % is set by controls: 0 for no effect and ±100 for the full control effect; nearly all actives have a fitted effect of over 55% in size
#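 Human tau K18 P301L (15 uM unlabeled, 0.24 uM Alexa 594-labeled) in 100 mM sodium acetate pH 7 with 20 uM heparin, 6 hr at 37 C. ThT 30 uM added, 1 hr ambient; Alexa 594 FP and total fluorescence read at 555/632 nm.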
# NPSR antag – neuropeptide S receptor (human) antagonism, cAMP; Potency, µM (titrated, usually from 38.3 µM), for the others: top-dose activity change, negative = inhibition, actives largely listed as inhibitors; 1% of 220,000 active; Q6W5P4; CHO-NPSR cells, cAMP TR-FRET, antagonist mode; note: potency is the fitted concentration of half-maximal effect; % is set by controls: 0 for no effect and ±100 for the full control effect; nearly all actives have a fitted effect of over 50% in size; many of its hits are not listed in these tables
# Target sequence (Q6W5P4 whole entry, looked up): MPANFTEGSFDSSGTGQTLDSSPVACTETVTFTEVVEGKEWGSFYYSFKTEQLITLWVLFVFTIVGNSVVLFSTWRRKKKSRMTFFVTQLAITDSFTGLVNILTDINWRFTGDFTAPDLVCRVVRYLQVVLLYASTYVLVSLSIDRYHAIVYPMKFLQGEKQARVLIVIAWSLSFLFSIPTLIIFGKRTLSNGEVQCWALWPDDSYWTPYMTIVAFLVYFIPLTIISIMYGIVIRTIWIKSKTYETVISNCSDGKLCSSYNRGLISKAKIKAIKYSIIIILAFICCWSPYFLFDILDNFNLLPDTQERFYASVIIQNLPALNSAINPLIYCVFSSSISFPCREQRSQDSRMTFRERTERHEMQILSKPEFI
# CBFb RUNX1 block – CBF-beta/RUNX1 interaction disruption | Q01196+Q13951 | AlphaScreen CBFb-His/RUNX1-biotin binding, biochemical | Potency, µM (top dose mostly 59.8 µM), inactives show at the top dose activity, negative = inhibition, most hits filed as inhibitors | 230,000 tested, under 10 active | AID 1477; note: % of control where 0% means no effect
#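 Proteins preincubated together for 20 min at RT before compound addition; 15 min later, nickel and streptavidin beads were added and left 90 min prior to AlphaScreen measurement.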
# * hit, by the source's call; ? = inconclusive; nt = not tested or not shown; [ ] = remark or other dose. Unless noted, calls come from the whole dose curve; as a rule, active = well fitted curve in the direction sought with a large enough effect; inconclusive = small, poorly fitted or top-dose-only effect, or another doubt; inactive = no such curve, though single readings can be large; an effect the other way counts as inactive or inconclusive. The list is partial; count on the stated rates, not on these rows.
No.	structure	Epigenetic derep	GLA spleen mod	Tau FP inhib	TRb-SRC2 inh
1	CC1CCCCN1Cc1c(O)ccc2c(=O)c(-c3ccccc3Cl)c(C(F)(F)F)oc12 (stereo not given)	-0.1%	nt	-0.5%	2.2%
2	COc1ccc(/C(O)=C2/C(=O)C(=O)N(CC3CCCO3)C2c2ccc(O)c(OC)c2)cc1 (stereo not given)	-0.2%	-2.5%	1.5%	5.2%
3	Cc1nc(SCc2nnc(-c3ccc(Cl)cc3)o2)c2c3c(sc2n1)CCC3	0.0%	16.7%	0.9%	-15.5%
4	O=c1cc(-c2ccccc2)[nH]c2[nH]n(-c3ccccc3)c(=O)c12	-0.7%	-0.2%	?	-3.1%
5	OC1C=C2CCN3Cc4cc5c(cc4C(C1O)C23)OCO5 (stereo not given)	16.0%	19.5%	-8.6%	4.1%
6	COc1ccc(S(=O)(=O)N2CCCCC2)cc1NC(=S)Nc1cccc(Cl)c1C	1.1%	6.5%	-10.7%	-5.6%
7	COc1cc2[nH]c(=S)nc(Nc3ccc(NC(C)=O)cc3)c2cc1OC	-0.5%	17.1%	5.8%	4.4%
8	Cc1ccc(-c2noc(CCC(=O)Nc3ccccc3C)n2)cc1	0.9%	1.1%	1.7%	-21.6%
9	O=C(Nc1ccc2c(c1)OCCO2)c1cncc(Br)c1	-5.9%	6.6%	0.8%	2.6%
10	CCOCCCNC(=O)c1c[nH]c2ccc(C)cc2c1=O	-1.0%	4.4%	-1.7%	8.8%

No.	TexasRed fluor	Tau fluor counter	NPSR antag	CBFb RUNX1 block
1	-1.5%	-6.6%	nt	nt
2	-1.7%	-8.0%	10.5%	-16.5%
3	0.0%	0.1%	-9.8%[46.1 µM]	0.9%
4	-4.0%	-22.2%	-14.8%[46.1 µM]	-17.6%
5	-2.6%	-18.7%	nt	6.4%
6	-4.1%	?	-11.2%	10.9%
7	-2.4%	-28.4%	-0.4%	6.7%
8	-3.0%	-6.7%	5.8%[46.1 µM]	2.7%
9	-5.3%	-6.7%	-3.1%[46.1 µM]	0.6%
10	0.6%	-3.2%	15.2%	-0.1%

# Additional compounds follow.
No.	structure	Epigenetic derep	GLA spleen mod	Tau FP inhib	TRb-SRC2 inh
11	COc1ccc(NC(=O)c2cc(CC(C)C)on2)cc1OC	-1.7%	4.2%	1.4%	-23.8%
12	COc1cccc(Oc2nccc(N(C)C)c2C#N)c1	-0.2%	-0.3%	-6.2%	-9.4%
13	CCc1nc2ccccc2c(=O)n1NC(=O)c1c(O)c2cccc3c2n(c1=O)CCC3	-0.7%	-0.1%	4.2%	4.4%
14	CCCCN(C)C(=O)c1nc2ccccn2c1CN1CCN(C(=O)c2cccs2)CC1	2.5%	30.1%	-0.1%	0.1%
15	C/C(=N\NC(=O)c1nn(C)cc1Br)c1ccc(NC(=O)c2ccncc2)cc1	-0.3%	2.9%	0.7%	5.9%[53 µM]
16	Cc1ccc2c(c1C)NC(C)CC2C (stereo not given)	0.0%	3.8%	2.6%	2.2%
17	O=C(NCC(c1ccc(F)cc1)N1CCOCC1)c1ccc(Br)o1 (stereo not given)	-8.8%	-2.5%	6.6%	2.3%
18	CCCC(=O)c1c[nH]c(C(=O)NCc2cccnc2)c1	2.5%	9.0%	9.0%	1.4%
19	Cc1ccnc2nc(C(=O)Nc3nccs3)nn12	4.9%	-2.9%	3.2%	2.7%
20	CCCn1nc2cc(C(=O)NCC34CC5CC(CC(C5)C3)C4)ccc2c1OCC	-1.4%	6.4%	6.8%	-22.9%

No.	TexasRed fluor	Tau fluor counter	NPSR antag	CBFb RUNX1 block
11	1.0%	12.0%	-14.1%[46.1 µM]	21.3%
12	2.3%	-3.3%	5.2%	5.1%
13	-0.2%	-2.1%	1.8%[46.1 µM]	-0.3%
14	-2.8%	-1.4%	10.3%	8.9%
15	-1.3%[53 µM]	5.7%	5.6%	-9.6%
16	1.7%	-8.6%	-3.5%[46.1 µM]	2.5%
17	0.1%	-0.4%	-2.4%[46.1 µM]	-3.8%
18	-4.2%	12.0%	5.5%	-0.8%
19	1.5%	-0.4%	-7.8%[46.1 µM]	-8.3%
20	-1.9%	-6.9%	-27.1%[46.1 µM]	-6.7%

# Brought forward from above: two compounds, then new ones.
No.	structure	Epigenetic derep	GLA spleen mod	Tau FP inhib	TRb-SRC2 inh
19	Cc1ccnc2nc(C(=O)Nc3nccs3)nn12	4.9%	-2.9%	3.2%	2.7%
20	CCCn1nc2cc(C(=O)NCC34CC5CC(CC(C5)C3)C4)ccc2c1OCC	-1.4%	6.4%	6.8%	-22.9%
21	CCOC(=O)c1cccc(NC(=O)c2cnc3ccccc3n2)c1	-6.8%	7.1%	2.0%	-1.4%
22	O=C(Nc1cccc(Cl)c1Cl)c1cc2nc(-c3ccc4c(c3)OCO4)cc(C(F)(F)F)n2n1	?	nt	-6.8%	9.0%
23	O=C(CSc1nnc(NC(=O)C2CCC2)s1)NC1CC1	-0.8%	2.1%	5.3%	-23.2%
24	C/C=C/CSc1nc2c(c(=O)[nH]c(=O)n2C)n1C(C)C	0.0%	-7.0%	-1.0%	-3.0%
25	N#Cc1cc(C(=O)c2cc(Cl)ccc2O)cn(CC2CCCO2)c1=O (stereo not given)	1.3%	-10.7%	5.0%	3.4%
26	Cc1ccccc1C(=O)N1CCC(C(=O)Nc2ccc(S(=O)(=O)N3CCCC3)cc2)CC1	-0.8%	0.5%	-1.5%	-13.6%
27	Cc1ccccc1OCC(=O)NNC(=O)c1ccc(-c2ccccc2)cc1	-7.0%	-6.7%	0.4%	-2.8%
28	CCCCn1cnc2cc(C)c(C)cc21	0.0%	-1.1%	-3.9%	-2.1%
29	CCOc1ccccc1Nc1nc2ccccc2n1C(C)C	1.1%	7.6%	-3.7%	3.9%
30	Brc1ccc(-c2noc(COc3ccc4c(c3)CCC4)n2)o1	-0.8%	1.0%	0.3%	-11.5%

No.	TexasRed fluor	Tau fluor counter	NPSR antag	CBFb RUNX1 block
19	1.5%	-0.4%	-7.8%[46.1 µM]	-8.3%
20	-1.9%	-6.9%	-27.1%[46.1 µM]	-6.7%
21	-18.2%	?	12.4%[46.1 µM]	-7.7%
22	-6.1%	-10.0%	nt	nt
23	-2.0%	3.7%	1.7%[46.1 µM]	5.1%
24	-3.7%	-1.0%	-2.5%[46.1 µM]	9.3%
25	-2.5%	-2.8%	-19.0%[46.1 µM]	2.3%
26	0.4%	-5.6%	-7.9%[46.1 µM]	8.4%
27	-0.2%	-8.4%	-5.5%[46.1 µM]	-2.3%
28	0.4%	1.1%	-4.9%	-0.5%
29	1.2%	-9.5%	-25.6%	2.8%
30	-2.4%	-16.8%	-6.1%[46.1 µM]	?

# Some of these compounds in order of length of the SMILES, rising.
No.	structure	Epigenetic derep	GLA spleen mod	Tau FP inhib	TRb-SRC2 inh
16	Cc1ccc2c(c1C)NC(C)CC2C (stereo not given)	0.0%	3.8%	2.6%	2.2%
28	CCCCn1cnc2cc(C)c(C)cc21	0.0%	-1.1%	-3.9%	-2.1%
10	CCOCCCNC(=O)c1c[nH]c2ccc(C)cc2c1=O	-1.0%	4.4%	-1.7%	8.8%
11	COc1ccc(NC(=O)c2cc(CC(C)C)on2)cc1OC	-1.7%	4.2%	1.4%	-23.8%
21	CCOC(=O)c1cccc(NC(=O)c2cnc3ccccc3n2)c1	-6.8%	7.1%	2.0%	-1.4%
24	C/C=C/CSc1nc2c(c(=O)[nH]c(=O)n2C)n1C(C)C	0.0%	-7.0%	-1.0%	-3.0%
27	Cc1ccccc1OCC(=O)NNC(=O)c1ccc(-c2ccccc2)cc1	-7.0%	-6.7%	0.4%	-2.8%
6	COc1ccc(S(=O)(=O)N2CCCCC2)cc1NC(=S)Nc1cccc(Cl)c1C	1.1%	6.5%	-10.7%	-5.6%
2	COc1ccc(/C(O)=C2/C(=O)C(=O)N(CC3CCCO3)C2c2ccc(O)c(OC)c2)cc1 (stereo not given)	-0.2%	-2.5%	1.5%	5.2%
22	O=C(Nc1cccc(Cl)c1Cl)c1cc2nc(-c3ccc4c(c3)OCO4)cc(C(F)(F)F)n2n1	?	nt	-6.8%	9.0%

No.	TexasRed fluor	Tau fluor counter	NPSR antag	CBFb RUNX1 block
16	1.7%	-8.6%	-3.5%[46.1 µM]	2.5%
28	0.4%	1.1%	-4.9%	-0.5%
10	0.6%	-3.2%	15.2%	-0.1%
11	1.0%	12.0%	-14.1%[46.1 µM]	21.3%
21	-18.2%	?	12.4%[46.1 µM]	-7.7%
24	-3.7%	-1.0%	-2.5%[46.1 µM]	9.3%
27	-0.2%	-8.4%	-5.5%[46.1 µM]	-2.3%
6	-4.1%	?	-11.2%	10.9%
2	-1.7%	-8.0%	10.5%	-16.5%
22	-6.1%	-10.0%	nt	nt
